TNF death inh = blocks TNF-alpha induced death of Jurkat FADD-/- cells; 0.068% of 220,000 active; AID 463075; activation (protection from cell death), % at 10 µM; Jurkat FADD-/- TNF necroptosis rescue, ATP luminescence, 24 h; 0 = TNF only, 100 = no-TNF cells;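 active = activation, meaning protection from cell death, of at least 50% relative to plate controls; inactive = activation below 50%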;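 note: necroptosis triggered by 40 ng/mL TNF-alpha added together with compound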
zfTRPN1 agonist = zebrafish TRPN1 (NompC) channel agonism; HEK293 zebrafish TRPN1-YFP, Fluo-8 calcium fluorescence; 100% = response to 87 µM carbachol; activation, % at 3 µM; 0.18% of 220,000 active;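 active = activation above its plate's cutoff, the mean activation of test wells on that plate plus 3 SD, cut at about 19% in these data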;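 note: 0% = DMSO alone and 100% = 87 µM carbachol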
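Material: zebrafish TRPN1-YFP in HEK293 cells. Doses: one dose of 3 µM, 0.3% DMSO. Incubation: dye 1 h 37 °C plus 30 min RT. Measured by: intracellular calcium fluorescence with Fluo-8.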
Mdm2 ligase inh = blocks human Mdm2 ubiquitin ligase activity. Q00987. cell-based MDM2 ubiquitination luciferase reporter, 2 h; 0 = plate control, 100 = twice control, blank-subtracted. signal enhancement, % at 5 µM. 0.11% of 210,000 active;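 active = signal enhancement of 30% or more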;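 note: luminescence tracks abundance of the self-degrading MDM2-luciferase fusion protein; higher signal means inhibition of MDM2 E3 ligase activity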
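test system = mammalian cells stably expressing self-ubiquitinating, self-degrading MDM2 E3–luciferase fusion | quantity = 2000 cells/well | incubation = cell settling 4 h, compound treatment 2 h, both 37 °C | signal = luminescence with SteadyLite reagent, 15 min at room temperature | evaluation = % enhancement relative to plate controls after blank subtraction | benchmarks = plate controls and plate blanks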
Runt-SMMHC FRET = blocks binding of human RUNX1 Runt domain to CBFb-SMMHC; Q01196+Q13951; Cerulean-Runt/Venus-CBFb-SMMHC FRET ratio 530/480, 1 h; 0.74% of 220,000 active; inhibition, % at 20 µM;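 active = mean inhibition across duplicate retests at 20 µM reaching about 50%, limit read from the data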;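 note: 0% = DMSO wells and 100% = wells with excess untagged CBFb-SMMHC; inhibitors lower the FRET ratio by blocking Runt binding to CBFb-SMMHC; some results filed as inactive read as strong as hits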
NCF1 inh = inhibitors of human p47phox binding; p47phox/p22phox peptide binding, fluorescence polarization, 2 h; inhibition, % at 24.7 µM; 0.53% of 220,000 active; AID 1274;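 active = inhibition above about 30%, limit read from the data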;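 note: 0% = p47phox with labelled peptide and 100% = labelled peptide alone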
EBV gp42 inh = inhibitors of Epstein-Barr virus glycoprotein 42; Q1HVG2; inhibition, % (tested at 21.74 µM); Fluorescence polarization binding assay, mP read-out; AID 1085; 0.42% of 220,000 active; in the data active = inhibition above about 50%
Target sequence (Q1HVG2 whole entry, looked up): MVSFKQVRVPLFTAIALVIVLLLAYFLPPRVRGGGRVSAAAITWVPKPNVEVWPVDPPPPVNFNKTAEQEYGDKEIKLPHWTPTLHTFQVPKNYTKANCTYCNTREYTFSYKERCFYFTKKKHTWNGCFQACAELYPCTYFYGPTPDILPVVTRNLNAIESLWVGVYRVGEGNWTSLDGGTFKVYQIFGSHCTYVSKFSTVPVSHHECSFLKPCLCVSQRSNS
TRPML3 agonist = agonists of human TRPML3 channel | 0.29% of 220,000 active | Q8TDD5 | activation, % at 3 µM | HEK293 TRPML3-YFP, Fluo-8 calcium fluorescence; 100% = the carbachol control signal;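 active = activation above its plate's cutoff, the mean activation of the plate's test wells plus 3 SD, cut at about 12% in these data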;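 note: 0% = DMSO only wells and 100% = carbachol wells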
Target sequence (Q8TDD5 whole entry, looked up): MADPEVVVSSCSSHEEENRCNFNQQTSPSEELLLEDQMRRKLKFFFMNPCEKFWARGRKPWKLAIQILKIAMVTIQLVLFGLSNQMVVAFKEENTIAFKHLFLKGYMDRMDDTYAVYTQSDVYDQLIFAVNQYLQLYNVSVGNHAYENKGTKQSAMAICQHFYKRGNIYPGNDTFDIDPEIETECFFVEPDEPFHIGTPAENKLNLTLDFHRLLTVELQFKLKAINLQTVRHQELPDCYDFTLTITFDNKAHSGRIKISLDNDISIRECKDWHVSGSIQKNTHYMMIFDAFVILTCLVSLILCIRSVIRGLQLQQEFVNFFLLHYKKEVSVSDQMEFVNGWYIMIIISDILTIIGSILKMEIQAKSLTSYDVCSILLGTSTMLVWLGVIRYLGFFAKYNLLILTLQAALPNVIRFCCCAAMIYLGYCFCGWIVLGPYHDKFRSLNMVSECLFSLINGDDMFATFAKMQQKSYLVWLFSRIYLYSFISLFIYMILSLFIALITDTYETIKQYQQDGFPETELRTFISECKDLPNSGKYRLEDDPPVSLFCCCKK
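Test system: HEK293 cells stably carrying human TRPML3-YFP; Doses: single dose, 3 µM final nominal compound, 0.3% DMSO final; Schedule: dye loading 1 h 37 °C then 30 min ambient, 125 s read; Technique: Fluo-8 calcium fluorescence; Benchmarks: high control carbachol 87 µM, low control DMSO.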
CHOP inh = inhibitors of CHOP induction in ER stress response; AID 2732; CHO-K1 CHOP-promoter luciferase, tunicamycin-induced, 15-18 h; 3.8% of 220,000 active; inhibition, % at 10 µM;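 active = compounds that reduced the stress-induced luciferase reporter signal by more than about 70% of percent inhibition, limit read from the data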;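 note: 0% = tunicamycin plus vehicle and 100% = wells without tunicamycin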
PPC-1+TRAIL kill = compounds killing PPC-1 cancer cells with TRAIL present (potentiator screen, no TRAIL-free arm); PPC-1 cells + TRAIL, ATPLite viability luminescence; cell killing (% activity), % at 4 µM; 0.41% of 220,000 active;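 active = cell killing above 50% in the first pass at 4 µM, then a duplicate retest at 5 µM averaging 50% or more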;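 note: plate controls were cells with TRAIL plus DMSO for no effect and medium-only wells lacking cells for full effect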
Numbers without * were called inactive; · = not tested or not shown; & = joins results of further samples.

SMILES | TNF death inh | zfTRPN1 agonist | Mdm2 ligase inh | Runt-SMMHC FRET | NCF1 inh | EBV gp42 inh | TRPML3 agonist | CHOP inh | PPC-1+TRAIL kill
Cc1ccccc1OCC(O)Cn1c(NCCN(C)C)nc2c1c(=O)n(C)c(=O)n2C (configuration not stated) | 1.5 | 1.1 | -14 | -1 | 7 | -11 | 0.6 | 2 | 10
CCOC(=O)c1cn(CC(=O)Nc2ccc(C(C)C)cc2)nn1 | -0.5 | 1.2 | 2 | 1 | -15 | 9 | 0.4 | 54 | 11
Cc1nnc(-c2cccc(C(F)(F)F)c2)nc1N1CCOCC1 | -0.7 | -0.6 | -8 | -1 | 1 | 1 | 1.0 | 3 | -2
O=C(O)CC(Cn1[nH]nnc1=S)c1ccccc1 (configuration not stated) | 1.3 | 0.9 | -9 | -1 | 11 | -14 | -0.2 | 8 | 3
CCN(CC)c1ccc(NC(=O)C2=CCN(S(=O)(=O)c3ccc(F)cc3)CC2)c(C)c1 | 2.7 | 0.7 | · | 6 | 6 | -9 | 0.1 | -6 | 4
CC(C)Cn1c(SCC(=O)N2CCCCC2)nc2ccccc2c1=O | -0.4 | 4.1 | 1 | -2 | -7 | -20 | -0.4 | 6 | 24
Cc1ccccc1-n1c(SCC(=O)c2c(N)n(C)c(=O)n(C)c2=O)nc2sc3c(c2c1=O)CCCC3 | -14 | 2.5 | -11 | 1 | -24 | -9 | -0.1 | 63 | 2
CC(=O)c1cccc(N=C2NC(=O)CS2)c1 | -0.9 | 1.8 | 0 | 3 | -4 | -9 | 0.9 | 31 | 13
Cc1nnc2c3ccccc3c(-c3cccc4ccccc34)nn12 | -4.0 | -1.6 | 25 | -1 | -8 | -27 | -0.4 | 16 | 16
Cc1ccccc1-c1noc(CCC(=O)NCC2CCCO2)n1 (configuration not stated) | -1.2 | -0.6 | -22 | 2 | -8 | -14 | 0.2 | 1 | -8
Cc1cc(C)n(-c2nc(NCCO)c3c4c(sc3n2)CCCC4)n1 | -0.6 | -0.4 | 2 | -51 | -5 | 1 | -1.1 | -65 | 12
C=CCNC(=O)COc1cc(C)ccc1C | 1.6 | -0.7 | -5 | 2 | -1 | 2 | 0.4 | 49 | 6
Cc1cccc(OCC(=O)N/N=C/c2cc([N+](=O)[O-])ccc2N2CCOCC2)c1 | 1.9 | 0.6 | 6 | 1 | -6 | -14 | -0.4 | 41 | 32
O=C(CCCc1cccs1)Nc1nccs1 | 3.5 | 0.7 | -22 | 0 | -2 | -4 | 0.3 | 9 | 9
COc1ccc2nc3ccccc3nc2c1NC(=O)c1ccc(Cl)cc1Cl | 1.6 | 0.9 | -1 | -269 | -31 | 25 | 1.0 | 26 | -5
COc1ccc(S(=O)(=O)N2CCN(c3ccc4nnc(-c5ccccc5)n4n3)CC2)cc1 | -5.4 | 0.0 | 1 | -6 | -1 | -3 | -0.3 | 37 | -21
COc1ccc2c(c1OC)C(=O)OC2Nc1nc2ccccc2s1 (configuration not stated) | 0.8 | 0.7 | -10 | -6 | 2 | -12 | 0.8 | 3 | 13
O=C(C[n+]1ccc(-c2nnc3n2CCC3)cc1)c1ccc(Cl)cc1 | 1.0 | 3.9 | · | -4 | -18 | -18 | 0.7 | 16 | -15
CCOc1ccc2ccccc2c1/C=N/NC(=O)CNC(=O)C(c1ccccc1)c1ccccc1 | 3.4 | 0.5 | -7 | 4 | -7 | -9 | 0.9 | 29 | 11
CCCN(CCC)c1nc(N)c(C#N)c(CC#N)c1C#N | -1.0 | -1.1 | -33 | -10 | -32 | 12 | -0.1 | 27 | 20
O=C(CN(c1ccc(F)cc1)S(=O)(=O)c1ccccc1)NCc1ccco1 | -2.9 | -0.6 | -1 | 0 | -4 | -9 | -0.2 | 42 | 6
CC1CC(C)CN(C(=O)COc2ccc(-c3nnco3)cc2)C1 (configuration not stated) | 0.1 | 0.5 | -16 | 28 | 7 | -3 | 0.8 | 4 | -2
Cc1cc(OCC(=O)O)c2cccc(C)c2n1 | 0.3 | -0.4 | -8 | -2 | 2 | 2 | 0.2 | -19 | 7
CCOC(=O)c1[nH]c(C)c(C(=O)NCCCOC(C)C)c1C | 1.7 | 2.6 | -19 | -3 | -9 | 8 | 1.1 | 22 | 15
CCC(C)C(=O)Nc1ccc(OC)cc1[N+](=O)[O-] (configuration not stated) | 1.1 | -1.5 | -1 | 0 | -2 | 16 | 0.4 | 65 | 8

(more compounds)
SMILES | TNF death inh | zfTRPN1 agonist | Mdm2 ligase inh | Runt-SMMHC FRET | NCF1 inh | EBV gp42 inh | TRPML3 agonist | CHOP inh | PPC-1+TRAIL kill
CC1=C(C(=O)OCc2ccc3c(c2)OCO3)C(c2cccc([N+](=O)[O-])c2)NC(=O)N1 (configuration not stated) | 1.5 | 0.9 | -21 | -2 | -6 | 6 | -0.2 | 52 | 4
CC1(C)CC(=O)CC2(C1)NCC(c1ccccc1Cl)c1c2[nH]c2ccccc12 (configuration not stated) | 0.7 | -1.4 | -8 | 1 | -10 | -5 | 0.4 | 37 | 13
Cc1noc(C)c1S(=O)(=O)Nc1ccc(C(=O)NCc2ccccc2)cc1 | -0.1 | 2.1 | -3 | 6 | -3 | -8 | 0.8 | -1 | 9
O=C(Cc1nc(=O)c2ccccc2s1)Nc1ccccc1 | -2.6 | 0.8 | -37 | -19 | -4 | -21 | 0.3 | -12 | 29
COc1ccc(-c2ncccc2O)cc1 | 1.4 | -0.9 | -8 | -2 | -2 | -11 | 0.6 | -21 | -22
C/C=C/C(=O)NCCc1ccc(OC)c(OC)c1 | 1.6 | 0.9 | 2 | 1 | -1 | 9 | 0.9 | 9 | -8
CCCCOC(=O)c1ccc(N2C(=O)CC(N3CCN(C/C=C/c4ccccc4)CC3)C2=O)cc1 (configuration not stated) | -2.6 | 2.3 | -11 | -4 | -10 | -4 | 1.8 | 81* | -5
Cc1csc(NC(=O)CSc2nc(C)nc3c2c(=O)n(C)c(=O)n3C)n1 | -3.9 | · | 0 | -1 | -6 | -8 | · | 32 | 14
Clc1ccccc1Cc1noc(CN2CCSCC2)n1 | 7.3 | -1.1 | -9 | · | -2 | -20 | -1.5 | -5 | ·
COc1ccc(CN2CCCC(C(=O)c3ccc(Cl)cc3)C2)cc1Cn1cncn1 (configuration not stated) | 2.8 | -0.8 | 8 | -4 | -4 | -22 | 0.3 | 22 | 15
COc1ccc(/C=C/C(=O)O)cc1S(=O)(=O)NCc1ccco1 | 1.8 | 1.3 | -1 | 3 | -7 | -2 | 1.2 | 10 | 0
COc1ccc(N2CCN(C(CNS(=O)(=O)c3ccc4c(c3)OCCO4)c3ccco3)CC2)cc1 (configuration not stated) | 0.4 | -0.1 | 7 | -3 | -3 | -3 | 0.4 | 26 | 12
CCOCCCNC(=O)C(Cc1ccccc1)NS(=O)(=O)c1ccc2c(c1)c(=O)n(C)c(=O)n2C (configuration not stated) | 0.7 | -1.1 | -15 | 2 | 0 | -1 | -0.2 | 20 | 6
O=C(Cc1coc(-c2ccc(F)cc2)n1)NC1CCCCC1 | 2.9 | -0.1 | -13 | -1 | -5 | -19 | -0.2 | 42 | -18
N#C/C(=C\c1cccnc1)c1nc2ccccc2[nH]1 | -13 | 2.0 | -9 | -3 | -29 | -5 | 0.4 | -57 | 20
COc1ccc(C(=O)CN(Cc2ccccc2)C2=NCCS2)cc1 | 2.1 | 1.1 | -9 | -1 | -1 | 5 | 0.5 | 35 | 0
COc1cc(-c2ccc(=O)[nH]n2)ccc1OC(F)F | · | 1.2 | · | -4 | 3 | -13 | 0.9 | 3&-2 | 11
OC1CCN(Cc2cccc3ccccc23)CC1 | 2.2 | 2.2 | 1 | 1 | 0 | 5 | 0.7 | 10 | -2
Nc1nc(CCOc2ccc(F)cc2)cs1 | -2.4 | 1.1 | -12 | -1 | 40* | -7 | 1.6 | -25 | -10
COCCN1C(=O)N[C@H](c2cccc(C(F)(F)F)c2)C(C(=O)OC)=C1C | -0.2 | 0.3 | · | -2 | 6 | -20 | -0.7 | 26 | 15
COc1ccc(/C=N/NC(=O)c2cccc(NC(C)=O)c2)c(C(=O)O)c1OC | 0.0 | -0.7 | -3 | 0 | -22 | -12 | 0.3 | 7 | -28
Cc1nn2c(C)c(C(=O)Nc3ccccc3)cnc2c1C#N | 1.0 | 1.7 | -21 | 3 | -13 | -9 | 1.6 | -6 | 27
CCOC(=O)CC1C(=O)NCCN1S(=O)(=O)c1ccccc1 (configuration not stated) | -1.3 | -0.7 | -13 | 1 | -3 | 4 | 0.4 | 17 | 19
O=C(O)CCC(=O)Nc1ccccc1C(=O)NC1CCCCC1 | -0.3 | -0.8 | -9 | 1 | -3 | -17 | 0.1 | -10 | 0
COc1ccc(NC(=O)c2c(C)nn(Cc3ccccc3)c2Cl)cc1S(=O)(=O)N1CCOCC1 | 0.0 | 2.4 | -7 | -4 | 6 | 6 | 1.9 | 13 | 12

The listing continues:
SMILES | TNF death inh | zfTRPN1 agonist | Mdm2 ligase inh | Runt-SMMHC FRET | NCF1 inh | EBV gp42 inh | TRPML3 agonist | CHOP inh | PPC-1+TRAIL kill
Cc1cc(Nc2ccccc2)n(CCC#N)n1 | -1.5 | 0.0 | 5 | -4 | -15 | -9 | 0.1 | 0 | 11
CC1(C)Cc2c(sc3nc4n(-c5ccccc5)cnn4c(=O)c23)CO1 | -1.3 | 2.4 | -20 | 1 | -12 | -7 | 0.6 | 18 | -4
O=C(CCSc1nc(-c2ccco2)cc(C(F)(F)F)n1)N1CCN(c2ccccc2)CC1 | -1.0 | -0.7 | 7 | -3 | -46 | 5 | -0.3 | 36 | 5
COc1ccc(OCC(=O)N2CCN(C(=O)c3cccc(F)c3)CC2)cc1 | 0.3 | 1.7 | -18 | 3 | -2 | -17 | 1.0 | -5 | 26
O=C(O)Cc1ccc(NCc2ccccc2Cl)cc1 | 0.7 | 0.0 | -19 | 1 | 1 | 7 | 0.1 | 41 | 10
CCCCCCCOC(=O)C1=C(C)Nc2ncnn2C1c1cccs1 (configuration not stated) | -4.6 | 0.3 | -9 | 0 | -6 | -17 | 0.4 | 55 | 4
Cc1cc(N2CCOCC2)nc(N)n1 | -1.4 | 10 | -18 | 0 | -3 | 4 | 12* | 9 | 14

Profiles from above:
O=C(O)Cc1ccc(NCc2ccccc2Cl)cc1 is listed as TNF death inh: 0.7; zfTRPN1 agonist: 0.0; Mdm2 ligase inh: -19; Runt-SMMHC FRET: 1; NCF1 inh: 1; EBV gp42 inh: 7; TRPML3 agonist: 0.1; CHOP inh: 41; PPC-1+TRAIL kill: 10
Cc1cc(Nc2ccccc2)n(CCC#N)n1 is listed as TNF death inh: -1.5; zfTRPN1 agonist: 0.0; Mdm2 ligase inh: 5; Runt-SMMHC FRET: -4; NCF1 inh: -15; EBV gp42 inh: -9; TRPML3 agonist: 0.1; CHOP inh: 0; PPC-1+TRAIL kill: 11
